Rin1-Abl PPI inh – inhibitors of Rin1-Abl protein binding, primary screen, biochemical, TR-FRET. Tyrosine-protein kinase ABL1 (Homo sapiens) + Ras and Rab interactor 1 (Homo sapiens), …. inhibition, % at 7.35 µM. hit rate 0.4% among 360,000. AID 588664, 2011; in the data active means inhibition above about 5%, passing the limit was not always enough
NRP1-CendR mod – modulators of CendR peptide binding to NRP-1, primary screen, biochemical, fluorescence polarization, uHTS. AID 602438, 2012. FAM-RPARPAR peptide binding to NRP-1. hit rate 0.85% among 360,000. inhibition, % at 25 µM. Neuropilin-1 (Homo sapiens), O14786;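 active means inhibition or corrected inhibition above about 18%, plus a signal ratio from 0.5 to 1.5, limit read from the data, passing the limit was not always enough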; further: strong numbers were not always called active
Neddyl block – inhibitors of cullin neddylation, primary screen, biochemical, TR-FRET, uHTS, NAE and Ubc12 | NEDD8-conjugating enzyme Ubc12 (Homo sapiens) + NEDD8-activating enzyme E1 regulatory … | calls only at 25 µM | hit rate 0.58% among 360,000 | AID 651699, 2012; in the data active means inhibition above about 36%
FAS TE block – FAS thioesterase domain inhibitors, primary screen, biochemical, fluorescence intensity, uHTS. recombinant FAS-TE, OMFH fluorogenic substrate, fluorescence endpoint. inhibition, % at 15 µM. hit rate 0.67% among 360,000. AID 602261, 2012;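 active means compounds whose normalised, plate-corrected inhibition of enzyme fluorescence in the single-dose primary screen is 50% or more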;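 further: 0% = DMSO with enzyme and 100% = substrate without enzyme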
MsrA act – bovine MsrA enzyme activators, primary screen, biochemical, absorbance, HTS; Methionine sulfoxide reductase A (Bos taurus); purified bovine MsrA, absorbance read-out; activation, % at 10.6 µM; hit rate 0.3% among 360,000; AID 602163, 2012; in the data active means activation above about 7.5%;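 further: 0% = vehicle and 100% = reference activator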
E coli Lon inh – inhibitors of E. coli Lon protease, primary screen, biochemical, fluorescence polarization; P0A9M0; purified E. coli Lon protease; inhibition, % at 7.94 µM; hit rate 0.42% among 360,000; in the data active means inhibition above about 13%, passing the limit was not always enough;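 further: 0% = enzyme with probe and DMSO and 100% = no enzyme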
SKN-1 block – suppressors of acrylamide-induced Pgst-4::GFP reporter in worms, primary screen, SKN-1 inhibitor project, whole organism, uHTS, GFP/RFP fluorescence ratio, strain VP596. C. elegans VP596 Pgst-4::GFP/RFP ratio, 24 h. inhibition, % at 21.8 µM. hit rate 0.49% among 360,000. AID 624304, 2012;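 active means interference check ratio from 0.5 to 1.5 plus GFP to RFP signal ratio inhibition reaching or exceeding a fixed threshold, cut at about 30% in these data, passing the limit was not always enough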; further: some compounds called inactive have numbers as strong as hits
MT1-MMP act inh – blockers of MT1-MMP proenzyme processing, primary screen, HT1080 RFP-PRO-GFP cells, GFP/RFP fluorescence; GFP/RFP ratio fluorescence, overnight; percent of plate control window, DMSO zero; hit rate 0.061% among 360,000; AID 651647, 2012; Matrix metalloproteinase-14 (Homo sapiens), P50281; GFP/RFP ratio change, % at 20 µM;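 active means GFP/RFP ratio change of at least 30% with cell ATP level not reduced by more than half and red fluorescence within 50% of control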; further: strong numbers were not always called active
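Assay system: HT1080 RFP-PRO-GFP cells | Dosing: 20 µM single dose, 1% DMSO | Incubation: Cells overnight before dosing, compound overnight, 37 °C, 5% CO2 | Evaluation: GFP/RFP fluorescence ratio | Control set: DMSO-only wells and HT1080 RFP-L50D-GFP cell wells as references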
MsrA inh – bovine MsrA enzyme inhibitors, primary screen, biochemical, absorbance, HTS | Methionine sulfoxide reductase A (Bos taurus) | purified bovine MsrA, absorbance read-out | inhibition, % at 15.5 µM | hit rate 0.75% among 360,000; in the data active means inhibition above about 4.5%;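 further: 0% = vehicle wells with enzyme and 100% = reference inhibitor wells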
The depositor's hits bear a star; i = inactive; nt = not tested or not shown; + = active, no number.

Order of values – Rin1-Abl PPI inh, NRP1-CendR mod, Neddyl block, FAS TE block, MsrA act, E coli Lon inh, SKN-1 block, MT1-MMP act inh, MsrA inh
COC(=O)c1ccccc1NC(=O)C1CCN(S(C)(=O)=O)CC1
  4, 15, i, -5, -16, 3, -8, nt, -0.6
O=C(O)COc1ccc(Br)cc1C(c1c(C(=O)O)[nH]c2ccccc12)c1c(C(=O)O)[nH]c2ccccc12
  1, -140, i, 46, -1, -4, 6, -4, nt
C=CCN1C(=O)c2ccc(C(=O)Nc3ccccn3)cc2C1=O
  -1, -3, i, -7, -9, 15, -8, 1, -0.4
CCn1c(=O)c2cc(C(=O)NCC(OC)OC)sc2c2ccccc21
  0, 0, nt, -4, -12, 8, -3, 6, 2.4
COc1ccc(C2/C(=C(/O)c3ccc4c(c3)CC(C)O4)C(=O)C(=O)N2Cc2ccncc2)cc1 (configuration not stated)
  -8, 6, i, -5, -4, 2, -3, -4, 0.7
C/C(=N\NC(=S)Nc1ccc(C(C)C)cc1)c1ccc2c(c1)OCO2
  -4, -10, i, 22, 1, 4, 7, 1, 3.1
CC(=O)NC1(C(F)(F)F)C(=O)N(Cc2ccccc2)C2=C1C(=O)CC(C)(C)C2 (configuration not stated)
  3, -2, i, -8, 0, -6, 4, 0, 0.8
COc1ccc(S(=O)(=O)N2CCCCCC2)cc1C(=O)N(C)Cc1cccc(OC)c1OC
  3, -2, i, -3, -8, 6, 18, 2, -0.4
O=C(O)c1cccc(NC(=O)C2C3C=CC(C3)C2C(=O)O)c1 (configuration not stated)
  -1, -20, i, -5, 0, 3, -11, -2, -1.4
Cc1ccc(C)c(S(=O)(=O)N2CCC(c3nc4c(nnn4Cc4ccc(F)cc4)c(=O)[nH]3)CC2)c1
  -2, 8, i, 15, -1, 7, 14, 2, -0.5
Cn1c(SCC(=O)C(C)(C)C)nnc1-c1ccncc1
  -3, -8, i, -8, -3, 8, 14, 3, -0.1
Cc1ccc2c(c1)N(CC(=O)NCCc1c[nH]c3ccccc13)C(=O)CO2
  -1, 12, i, -4, -2, -8, 3, -4, -1.3
Cc1nn(Cc2c(Cl)cccc2Cl)c(C)c1NC(=O)c1cc(C(C)C)on1
  0, 0, i, -3, -8, -13, 0, 7, -0.4
O=C1Nc2ccc(Br)cc2C1(O)Cc1ccccn1 (configuration not stated)
  3, 6, i, -2, 0, 1, -4, 2, -0.7
CCOC(=O)C1CCN(C(=O)c2ccccc2NS(=O)(=O)c2ccc(F)cc2)CC1
  0, -2, i, -5, -3, -12, 0, -1, -0.1
O=C(NCCO)c1ccc2c3n(nc2c1)-c1ccc(Cl)cc1CO3
  0, 6, i, -2, -3, -3, -1, 0, 0.3
Cc1nnc(SCC(=O)Nc2ccc3c4c(cccc24)CC3)n1C
  -2, 4, i, -8, -1, 8, 19, -4, 0.5
CCOC(=O)C1(C)CCCN(C(=O)c2ccc3snnc3c2)C1 (configuration not stated)
  -3, -6, i, -5, -3, -1, 6, 1, 0.2
Cc1cc2c(cc1C)N1C(=O)c3cc4ccccc4cc3NC(=O)C1C(=O)N2 (configuration not stated)
  -1, 7, i, -7, -6, -12, -13, 0, 0.2
CCCc1ccc2c(N)c(C#N)sc2n1
  0, 1, nt, 2, -6, -5, 11, 4, 1.1
COc1cccc(/C=N/NC(=O)c2ccc3nc[nH]c3c2)c1
  -3, 11, i, -3, -4, 5, -6, 1, -0.3
Cn1c(=O)c2c(nc(CN3CCc4ccccc4C3)n2Cc2cccc(Cl)c2)n(C)c1=O
  1, 2, i, 37, -1, -3, 0, -7, -0.9
CCc1nc2ccc(C(=O)NC(C)(C)C)cn2c1N(CC)Cc1cccc(Br)c1
  -3, 15, i, 15, 1, -3, -1, -3, 1.3
CN1CC2([N+](=O)[O-])CC=C(OCCO)C([N+](=O)[O-])(C1)C2 (configuration not stated)
  3, 6, i, -8, -9, 2, 1, 0, 0.4
COc1cc(CC(=O)Nc2cccc(C(F)(F)F)c2)cc(OC)c1OC
  2, -1, i, -4, -3, -4, 13, 0, 0.6
O=C(CSc1n[nH]c(=O)n1-c1ccccc1)Nc1ccccc1C(F)(F)F
  2, -9, i, -8, -3, 6, 12, 1, -0.2
Cc1cccc(-n2c(O)c(C=Nc3ccccc3-c3n[nH]c(=S)[nH]c3=O)c3ccccc3c2=O)n1
  -3, -14, i, 11, 3, 10, 5, 4, 2.1
c1ccc(Cn2nnnc2CN2CCOCC2)cc1
  1, 10, i, -10, -3, -4, -33, 0, 0.0
CCc1ccc(C(=O)CCC2CCCCC2=O)cc1 (configuration not stated)
  1, 3, i, 1, 1, -10, 11, 2, nt
CCOc1ccc(N(CC(=O)NC2CCCCCC2)S(=O)(=O)c2c(C)[nH]c(=O)[nH]c2=O)cc1
  4, 0, i, -4, -8, -1, -3, 2, -0.6
O=C(CN1CCN(c2ccccc2Cl)CC1)NC1CCCc2ccccc21 (configuration not stated)
  -1, -2, i, 17, -4, -3, 3, 0, 1.1
O=C(Nc1cccc(C(=O)Nc2ccc(Br)cc2)c1)c1ccccc1
  -2, 9, i, 6, 1, 10, -6, 3, -0.8
CCOc1ccc(NC(=O)CN(c2ccc(OC)c(OC)c2)S(=O)(=O)c2ccc(C)cc2)cc1
  -2, -1, i, 6, 0, 0, -1, -1, -2.2
C=CCn1c(SCC(=O)Nc2ccc3c(c2)CCC3)nnc1-c1cccs1
  2, 10, i, 9, -3, -10, -22, -2, -0.3
CC(C)n1ncc2c(C(=O)NCC(=O)Nc3ccccc3Br)cc(C3CC3)nc21
  0, 15, +, 12, -3, -1, 8, 1, nt
COc1ccc(C(=O)NC(=S)Nc2ccc(CN3CCOCC3)cc2)cc1Br
  0, 2, i, 10, -1, 6, 15, 6, 0.0
O=C(Nc1ccc(F)cc1)c1cccc(N2C(=O)C3C4C=CC(C5CC45)C3C2=O)c1 (configuration not stated)
  1, -10, i, 13, -2, -7, 18, -1, 0.3
COCC(C)n1c(C)cc(C(=O)CN2c3cccc4cccc(c34)S2(=O)=O)c1C (configuration not stated)
  3, 7, i, 18, -6, 8, 7, -2, 1.8
COCCCNc1nc(N)c([N+](=O)[O-])c(Nc2ccccc2OC)n1
  -2, -13, i, -4, 0, -3, 13, -7, 0.2
COCCNC(=O)c1cccc(OC2CCN(C(C)COc3ccccc3)CC2)c1 (configuration not stated)
  -3, 1, i, -2, 0, 4, -2, 1, 0.5

One compound at a time (already shown).
COCCCNc1nc(N)c([N+](=O)[O-])c(Nc2ccccc2OC)n1 reads Rin1-Abl PPI inh = -2; NRP1-CendR mod = -13; Neddyl block = i; FAS TE block = -4; MsrA act = 0; E coli Lon inh = -3; SKN-1 block = 13; MT1-MMP act inh = -7; MsrA inh = 0.2
COCCNC(=O)c1cccc(OC2CCN(C(C)COc3ccccc3)CC2)c1 (configuration not stated) reads Rin1-Abl PPI inh = -3; NRP1-CendR mod = 1; Neddyl block = i; FAS TE block = -2; MsrA act = 0; E coli Lon inh = 4; SKN-1 block = -2; MT1-MMP act inh = 1; MsrA inh = 0.5

(next part)
Order of values – Rin1-Abl PPI inh, NRP1-CendR mod, Neddyl block, FAS TE block, MsrA act, E coli Lon inh, SKN-1 block, MT1-MMP act inh, MsrA inh
CN(Cc1c(C(=O)N2CCc3ccccc3C2)nc2ccc(Cl)cn12)C(C1CC1)C1CC1
  3, 1, i, 1, -2, -4, -3, 1, -0.4
CCSc1nc(-c2cccs2)nc2ccccc12
  -3, -6, i, 29, -7, -5, 1, -2, -0.6
C[C@@H](NC(=O)c1nc[nH]c1C(=O)N1CCN(c2ccccc2)CC1)c1ccccc1
  2, 22*, i, -9, -3, -12, 10, 2, -0.6
NS(=O)(=O)c1ccc(CNC(=O)CSc2nc3ccc(Cl)cc3[nH]2)cc1
  3, 0, i, -4, -3, -5, -1, -4, -0.8
Cc1cccc(C)c1-n1nnnc1C(c1ccnc2ccccc12)N(CCC#N)Cc1ccccc1 (configuration not stated)
  nt, -14, i, 22, 3, -9, 1, 0, -1.0
O=C(CN1C(=O)CCSc2ccc(S(=O)(=O)N3CCOCC3)cc21)Nc1ccccc1Cl
  2, -4, i, -1, -12, -15, 5, -2, 0.3
COc1ccc(/C=C/C(=O)NC(=S)NNC(=O)c2cc(OC)c(OC)c(OC)c2)cc1
  -3, -1, +, 0, -5, 5, -14, 2, 0.4
CSCCC(NS(=O)(=O)c1ccc2c(c1)oc(=O)n2C)C(=O)NCc1ccc(C)cc1 (configuration not stated)
  0, -2, i, -2, -6, -8, -6, 2, -1.8
Cc1cc(NC(=O)CSc2nc3c(sc4ccccc43)c(=O)n2CCc2ccccc2)n[nH]1
  3, -14, i, -7, -6, -3, 8, 1, 1.0
CCN(CC)S(=O)(=O)c1ccc(OC)c(NS(=O)(=O)Cc2ccccc2)c1
  -1, -2, i, 0, -2, -8, 3, 1, 0.9
CC1(C(=O)NCc2ccccc2)CN(S(C)(=O)=O)CC(=O)N1CCCn1ccnc1 (configuration not stated)
  nt, -1, i, nt, nt, nt, -6, 8, -0.3
CCN(CCNC(=O)C1CCN(S(C)(=O)=O)CC1)c1ccccc1
  1, 10, i, -9, -5, 1, 2, 5, -0.7
COc1ccc(NC(=O)CN(c2ccc(OC)c(Cl)c2)S(=O)(=O)c2ccccc2)cc1
  3, 8, i, 23, -1, 2, 8, -1, 0.4
COc1cc2ccccc2cc1C(=O)OCC(=O)c1c(N)n(C)c(=O)n(C)c1=O
  2, 3, nt, 0, -3, -13, 5, -4, 1.5
O=C(Nc1ccc2c(c1)OCCO2)c1cc(-n2cnnc2)ccc1Cl
  1, -5, i, -5, -3, -11, -3, -1, 0.2
O=C(O)CC(c1ccccc1)n1cnnn1 (configuration not stated)
  -2, -2, i, -12, -11, -3, -5, -1, 0.8

Molecules listed so far that contain two or more sulfur atoms:
Order of values – Rin1-Abl PPI inh, NRP1-CendR mod, Neddyl block, FAS TE block, MsrA act, E coli Lon inh, SKN-1 block, MT1-MMP act inh, MsrA inh
C=CCn1c(SCC(=O)Nc2ccc3c(c2)CCC3)nnc1-c1cccs1
  2, 10, i, 9, -3, -10, -22, -2, -0.3
CCSc1nc(-c2cccs2)nc2ccccc12
  -3, -6, i, 29, -7, -5, 1, -2, -0.6
NS(=O)(=O)c1ccc(CNC(=O)CSc2nc3ccc(Cl)cc3[nH]2)cc1
  3, 0, i, -4, -3, -5, -1, -4, -0.8
O=C(CN1C(=O)CCSc2ccc(S(=O)(=O)N3CCOCC3)cc21)Nc1ccccc1Cl
  2, -4, i, -1, -12, -15, 5, -2, 0.3
CSCCC(NS(=O)(=O)c1ccc2c(c1)oc(=O)n2C)C(=O)NCc1ccc(C)cc1 (configuration not stated)
  0, -2, i, -2, -6, -8, -6, 2, -1.8
Cc1cc(NC(=O)CSc2nc3c(sc4ccccc43)c(=O)n2CCc2ccccc2)n[nH]1
  3, -14, i, -7, -6, -3, 8, 1, 1.0
CCN(CC)S(=O)(=O)c1ccc(OC)c(NS(=O)(=O)Cc2ccccc2)c1
  -1, -2, i, 0, -2, -8, 3, 1, 0.9
